# Bioassay records deposited in PubChem by Sanford-Burnham Center for Chemical Genomics.
# TAG inh: triacylglycerol accumulation inhibition; H9c2 cells, Nile Red lipid (TAG) fluorescence; cells loaded with 200 µM oleic acid; inhibition, % at 12.5 µM; 230,000 compounds, 0.66% hits; AID 651582;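 active = pattern-corrected inhibition of lipid staining of at least 50% with the nuclear-stain viability signal not falling by more than 50%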;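 also: 0% = DMSO wells and 100% = triacsin C control wells; some results filed as inactive read as strong as hits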
# TAG inh DAPI viability: also measured in TAG inh; calls as there; DAPI nuclei signal change (viability), lower = more cytotoxic, %;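 whole-well DAPI fluorescence read on a plate reader as a viability signal; minus 50 percent equals half of cells still viable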
# The depositor's hits bear a star.
compound	TAG inh	TAG inh DAPI viability
CN1C(=O)C2(CCCCC2)C1c1ccccc1 (configuration not stated)	-3	11
COc1ccc(CCNC(=O)C2CCCN(c3nc(C)cc(C)n3)C2)cc1 (configuration not stated)	19	-11
CCN1C(=O)N[C@@H](c2cccs2)C(C(C)=O)=C1C	31	-22
C[C@H](CO)N1C[C@H](C)[C@@H](CN(C)Cc2ccc(C(=O)O)cc2)Oc2c(NC(=O)c3ccncc3)cccc2C1=O	-47	-1
CCCc1nc2ccccc2c(=O)n1/N=C/c1c(C)[nH]n(-c2ccc(C)cc2)c1=O	5	-1
O=C(COC(=O)C1CCC1)NCc1ccc(F)cc1	-1	0
COc1ccccc1/C=C/C(=O)OCC(=O)NCCC1=CCCCC1	12	3
Clc1cc2c(c(Cn3cnc4ccccc43)c1)OCOC2	-2	9

# Additional entries:
compound	TAG inh	TAG inh DAPI viability
O=C(NC1CCOCC1)C1CCC(=O)N(Cc2ccc(Cl)cc2)C1 (configuration not stated)	5	-7
COc1cc(C(=O)NC2Cc3ccccc3C2)ccc1OC1CCN(C(C)=O)CC1	2	3
O=C(CSc1ccccc1)Nc1ccc(C(=O)Nc2ccc(O)cc2)cc1	3	3
COc1ccc(NC(=S)N(CCc2c(C)[nH]c3ccccc23)Cc2cccnc2)cc1	4	-4
Cc1ccc(-n2ncc3c2CC(C)(C)CC3NC(=O)CCc2ccncc2)cc1 (configuration not stated)	8	8
Cc1ccc2c(c1)P(=O)(O)c1cc(C)ccc1O2	11	1
COc1cccc(/C=C2\SC(=O)NC2=O)c1OCc1ccc(C(=O)O)cc1	-3	-5
COc1cccc(C(C)NC(=S)NCc2ccc(F)cc2)c1 (configuration not stated)	-4	2

# Continuation:
compound	TAG inh	TAG inh DAPI viability
COc1ccccc1S(=O)(=O)N(C)C[C@@H]1OCc2cn(nn2)CCCC(=O)N([C@H](C)CO)C[C@H]1C	1	-3
CCN(C(=O)c1cc2cc3ccc(C)cc3nc2o1)c1ccc(OC)cc1	-16	-3
CCN(CC)CCCNc1cc(C)c(C#N)c2nc3ccccc3n12	32	-2
COc1ccc(-c2cc(C(=O)Nc3nc4ccccc4s3)c3ccccc3n2)cc1OC	19	51
O=C(c1ccc([N+](=O)[O-])o1)N(Cc1nnc(-c2ccccc2Cl)o1)C1CC1	40	-40
CCC(C)(C)C1CCC2(CC1)NC(=O)N(CC(=O)N(C)CC(=O)Nc1ccccc1C(F)(F)F)C2=O (configuration not stated)	30	-22
Cc1ccccc1OCC(=O)OCC(=O)NCc1ccco1	6	1
O=C(NCCCn1ccnc1)c1ccc(-c2cccc(C(F)(F)F)c2)o1	7	8

# More structures
compound	TAG inh	TAG inh DAPI viability
Cn1c(=O)[nH]c(=O)c2c1nc(N1CCNCC1)n2Cc1cccc2ccccc12	31	-17
N#Cc1ccsc1NC(=O)CCN1C(=O)C2CCCCC2C1=O (configuration not stated)	12	-1
Cc1noc(C)c1C(=O)Nc1nc2ccc(F)cc2s1	-11	0
CCCCOc1ccc(Cc2c(COCC)[nH]c(=S)[nH]c2=O)cc1	10	-10
CCCc1cc(=O)[nH]c(SCC(=O)N2CCN(S(=O)(=O)c3ccc(C)cc3)C2)n1	12	-12
COC(=O)c1sc2ccccc2c1N	-5	7
COC(=O)CSc1snnc1-c1ccc(Cl)cc1Cl	17	-1
COc1ccccc1NC(=O)c1nn(-c2ccccc2)ccc1=O	3	2

# Carrying on.
compound	TAG inh	TAG inh DAPI viability
O=C(CN1C(=O)NC2(CCCCCCC2)C1=O)NCc1ccc(Cl)cc1	-6	-4
Cc1nnc(SCC(=O)c2ccc(C(C)C)cc2)s1	-1	-1
CCc1ccc(NC(=O)c2cc(-c3ccc(F)cc3)on2)cc1	-5	9
COc1ccccc1-n1c(O)c(C=NCc2ccccn2)c2ccccc2c1=O	9	-5
CSCCn1c(C(C)(C)C)cc(C(=O)O)c1C	2	-4
COc1ccc(NC(=O)C(=O)NCC(c2ccco2)N2CCc3ccccc3C2)cc1OC (configuration not stated)	18	1
CCCc1cc(=O)[nH]c(SCC(=O)Nc2ccc3c(c2)CCC3)n1	0	0
O=S(=O)(O)C(c1ccccc1)C1(O)CCCCC1 (configuration not stated)	10	8

# Next results.
compound	TAG inh	TAG inh DAPI viability
COC(=O)c1ccc(Oc2nc(C)cc(Oc3ccccc3)n2)cc1	-5	2
O=C(CCc1nc2ccccc2c(=O)[nH]1)Nc1ccc(N2CCCCC2)cc1	-18	5
O=C(CN(Cc1ccco1)Cc1ccco1)Nc1cc(S(=O)(=O)N2CCCCC2)ccc1Cl	-35	-6
COc1cccc(CNC(=O)C2CCN(S(=O)(=O)c3ccc4c(c3)OCCO4)CC2)c1	-7	-6
Cc1ccc(-c2nn(-c3ccccc3)cc2C(=O)NC2CCC(O)CC2)cc1 (configuration not stated)	-18	7
CCCc1cc2c(OC(=O)CC)c(-c3ccc(C(=O)OCC)o3)c(=O)oc2cc1OC	-8	30
Clc1ccc(CSc2cnnc3ccccc23)cc1Cl	2	3
O=C(c1ccc(CNc2c(N3CCOCC3)c(=O)c2=O)cc1)N1CC=C(c2ccccc2)CC1	2	-16

# Single entries from above:
# `COC(=O)c1ccc(Oc2nc(C)cc(Oc3ccccc3)n2)cc1` in TAG inh DAPI viability has 2
# `O=C(CN(Cc1ccco1)Cc1ccco1)Nc1cc(S(=O)(=O)N2CCCCC2)ccc1Cl` in TAG inh has -35

# Following part:
compound	TAG inh	TAG inh DAPI viability
COc1ccc(CCN(C)CCCN2CC(c3ccccc3)CC2=O)cc1OC (configuration not stated)	-10	-3
Cc1cc(=O)[nH]c(SCC(=O)NC2CCCCCCC2)n1	-6	2
COc1ccc(C2C(C(=O)c3cccs3)=C(O)C(=O)N2Cc2cccnc2)cc1OC (configuration not stated)	4	-7
CCOc1ccc2nc(NCCNC(=O)C(C)(C)C)c(C)cc2c1	1	33
COc1ccc(N2C(=O)C3CCCN3C2c2cccc(OC)c2)cc1 (configuration not stated)	4	-1
CC(=O)Nc1ccc(NC(=O)c2csc([C@@H]3C[C@H](O)[C@@H](CO)O3)n2)cc1	2	-11
CC(=O)Nc1c(-c2ccc(C)cc2)nc2ccc(Cl)cn12	1	-2
CC(=O)C[C@H](O)CC(=O)[C@H]1OC(=O)[C@@H](C)C/C=C\Cc2ccccc21	-1	-16

# No new results follow: 18 of the compounds above.
compound	TAG inh	TAG inh DAPI viability
CCCc1cc(=O)[nH]c(SCC(=O)Nc2ccc3c(c2)CCC3)n1	0	0
O=S(=O)(O)C(c1ccccc1)C1(O)CCCCC1 (configuration not stated)	10	8
COC(=O)c1ccc(Oc2nc(C)cc(Oc3ccccc3)n2)cc1	-5	2
O=C(CCc1nc2ccccc2c(=O)[nH]1)Nc1ccc(N2CCCCC2)cc1	-18	5
O=C(CN(Cc1ccco1)Cc1ccco1)Nc1cc(S(=O)(=O)N2CCCCC2)ccc1Cl	-35	-6
COc1cccc(CNC(=O)C2CCN(S(=O)(=O)c3ccc4c(c3)OCCO4)CC2)c1	-7	-6
Cc1ccc(-c2nn(-c3ccccc3)cc2C(=O)NC2CCC(O)CC2)cc1 (configuration not stated)	-18	7
CCCc1cc2c(OC(=O)CC)c(-c3ccc(C(=O)OCC)o3)c(=O)oc2cc1OC	-8	30
Clc1ccc(CSc2cnnc3ccccc23)cc1Cl	2	3
O=C(c1ccc(CNc2c(N3CCOCC3)c(=O)c2=O)cc1)N1CC=C(c2ccccc2)CC1	2	-16
COc1ccc(CCN(C)CCCN2CC(c3ccccc3)CC2=O)cc1OC (configuration not stated)	-10	-3
Cc1cc(=O)[nH]c(SCC(=O)NC2CCCCCCC2)n1	-6	2
COc1ccc(C2C(C(=O)c3cccs3)=C(O)C(=O)N2Cc2cccnc2)cc1OC (configuration not stated)	4	-7
CCOc1ccc2nc(NCCNC(=O)C(C)(C)C)c(C)cc2c1	1	33
COc1ccc(N2C(=O)C3CCCN3C2c2cccc(OC)c2)cc1 (configuration not stated)	4	-1
CC(=O)Nc1ccc(NC(=O)c2csc([C@@H]3C[C@H](O)[C@@H](CO)O3)n2)cc1	2	-11
CC(=O)Nc1c(-c2ccc(C)cc2)nc2ccc(Cl)cn12	1	-2
CC(=O)C[C@H](O)CC(=O)[C@H]1OC(=O)[C@@H](C)C/C=C\Cc2ccccc21	-1	-16

# Next section:
compound	TAG inh	TAG inh DAPI viability
CCN(CC)CC(=O)c1c[nH]c2ccc(OC)cc12	-6	13
NC(=O)C1CNc2ccccc2O1 (configuration not stated)	6	6
COc1ccc(OC)c(NC(=O)Cc2nn(C)c(=O)c3ccccc23)c1	-34	-5
Cc1ccc2ncnc(Oc3ncccc3NC(=O)C(C)(C)C)c2c1	-1	5
CCC1(c2ccccc2)NC(=O)N(CC(=O)N(C)CC(=O)Nc2ccc(F)c(F)c2F)C1=O (configuration not stated)	-1	2
CC(C)(C=O)Cc1cc(C(C)(C)C)c(O)c(C(C)(C)C)c1	4	-1
Cc1cc(NC(=S)N(Cc2ccc(Br)cc2)Cc2ccc(C(=O)O)cc2)ccc1Cl	3	-6
CC(=O)Nc1cccc(-c2nc3ccccc3c(=O)o2)c1	4	-7

# Later entries:
compound	TAG inh	TAG inh DAPI viability
Cc1c(NC(=O)CCCOc2ccccc2)cccc1[N+](=O)[O-]	-6	-3
CC(=O)Nc1sc2c(c1C(N)=O)CCN(Cc1ccccc1)C2	13	-17
CC(C)(C)c1ccc(C(=O)NC(=S)Nc2sc3c(c2C#N)CCC3)cc1	13	10
Cc1ccc(C(=O)OCC(=O)Nc2cccc(Cl)c2C)c(O)c1	-11	1
O=[N+]([O-])c1ccccc1N=NNc1ccccc1	1	-10
CCO[C@H]1OC(C(N)=O)=C[C@@H](c2csc3ccccc23)[C@@H]1CCCO	-10	3
COCC(=O)Nc1nnc(C2CCCCC2)s1	-20	2
O=C(c1ccccc1)c1nn(-c2cccc(Cl)c2)c2nc(-c3ccccc3)cc(=O)n12	2	10

# Other structures.
compound	TAG inh	TAG inh DAPI viability
O=C(NCCCc1nc2ccccc2[nH]1)c1cccs1	2	-5
Cc1nc(N2CCOCC2)c2oc3ccccc3c2n1	16	-6
O=C1/C(=N\S(=O)(=O)c2cccs2)C([n+]2ccccc2)=C([O-])c2ccccc21	76*	-32*
O=C(CN1CCN(c2ccccc2)CC1)Nc1ccc(Oc2ccccc2)cc1	16	-11
CN1CCc2nc(SCC(=O)Nc3ccc(Cl)cc3)c(C#N)cc2C1	5	8
CCNc1nc(Oc2ccc(=O)n(-c3ccccc3)n2)nc(N2CCOCC2)n1	18	-10
COc1ccc(CN2CCC[C@]3(N[C@H](c4ccccc4)[C@@H]4C(=O)N(C)C(=O)[C@@H]43)C2=O)cc1	1	1
O=c1[nH]c(N2CCN(Cc3ccc4c(c3)OCO4)CC2)nc2c1CCCC2	16	-13

# Additional results.
compound	TAG inh	TAG inh DAPI viability
CCOc1nc(Nc2ccc(F)cc2)nc(N2CCN(c3ccc(OC)cc3)CC2)n1	-20	-1
COc1ccc(C)cc1NC(=O)NNC(=O)C1CCC(C(C)(C)C)CC1 (configuration not stated)	-19	6
COc1ccc(NC2CCCN(C(=O)c3ccc(C)c(N4CCNC4=O)c3)C2)cc1 (configuration not stated)	6	2
CC12CN3CC(C)(CN(C1)C3c1ccc3ccccc3c1O)C2=O (configuration not stated)	8	-7
CCCSc1nc2sc3c(c2c(=O)[nH]1)CCN(Cc1ccccc1)C3	-24	18
Cc1cc(NC(=O)c2cccc(S(=O)(=O)N3CCC(C)CC3)c2)no1	-6	-4
O=C(c1ccc(Cl)c(S(=O)(=O)N2CCCCC2)c1)N1CCCC(C(F)(F)F)C1 (configuration not stated)	-7	1
CCCCNC(=O)CSc1nc(O)c(Cc2ccc(OC)cc2)c(=O)[nH]1	-1	4

# (next part)
compound	TAG inh	TAG inh DAPI viability
NC(=O)COC(=O)CCCSc1nc2ccccc2s1	3	-14
COc1ccc(CCC(=O)Nc2ccc(Cl)c(S(=O)(=O)N3CCOCC3)c2)cc1OC	-16	-6
COc1cccc(C2(CSc3nnc(-c4cc(OC)c(OC)c(OC)c4)o3)OCCO2)c1	16	0
CCN1C(=O)[C@H]2[C@H]3CN=C(SCc4ccc(C#N)cc4)N3[C@@](Cc3ccccc3)(C(=O)OC)[C@H]2C1=O	3	-5
CC(C)N=C(NC#N)SCc1ccc(Br)cc1	9	-1
CCCCC1C2C(=O)N(c3ccccc3)C(=O)C2ON1c1ccccc1 (configuration not stated)	6	7
CC(C)C1C(=O)N(Cc2cn(CCC3OCCCO3)nn2)CCS(=O)(=O)N1Cc1ccc(-c2cccc(N(C)C)c2)cc1 (configuration not stated)	-4	3
COc1ccccc1-c1nc(-c2ccc(Br)o2)no1	12	6

# More compounds follow.
compound	TAG inh	TAG inh DAPI viability
CCN(CC)Cc1ccccc1CNC(=O)c1cccc(S(=O)(=O)Nc2ccc3c(c2)OCO3)c1	-2	-2
O=C1Nc2ccccc2/C1=N\N1CCOCC1	2	2
O=C(NC(CC(=O)N1CCCC(C(F)(F)F)C1)c1ccccc1)c1ccccc1Cl (configuration not stated)	-15	1
COc1ccc(Nc2nc(C)cc(C)c2C#N)cc1	-16	9
CC1(C(=O)NS(=O)(=O)c2cccs2)CCN1C(=O)CC1CC1 (configuration not stated)	-5	9
CC(=O)NC(Cc1c[nH]c2ccccc12)C(=O)OCC(=O)Nc1ccc2c(c1)OCO2 (configuration not stated)	-14	14
CC(O)[C@H]1CC[C@H]2[C@@H]3CC[C@H]4C[C@@H](O)CC[C@]4(C)[C@H]3/C(=N/O)C[C@]12C (some centres not stated)	21	0
Cc1cc(C)c(NC(=O)c2cc3c(nc4sccn43)s2)c(C)c1	-6	12

# Next structures
compound	TAG inh	TAG inh DAPI viability
CCC(=O)Nc1cccc(Oc2nc(C)cc(C)c2C#N)c1	12	7
CCOc1ccc(-n2c(SCC(=O)Nc3cc(C)on3)nc3c([nH]c4ccccc43)c2=O)cc1	-7	7
O=C1/C(=C\c2ccncc2)SC(=S)N1C1CCCCC1	-13	6
O=C(COc1ccc(C(=S)N2CCOCC2)cc1)N1CCCC1	1	3
CC(C)C1Cc2c(sc3c2c(=O)n(Cc2ccccc2)c2nncn32)CO1 (configuration not stated)	32	-10
O=C(Cc1cccc(F)c1)N1CCOCC1	-6	-5
O=C(O)c1cccnc1SC1CC(=O)N(c2cccc(C(F)(F)F)c2)C1=O (configuration not stated)	3	8

# Some of the compounds tested. The share of hits here may be higher or lower than overall.
